# NCI-60 one-dose screen, 48 h, at 10 µM unless noted. Numbers give growth in % (100 = growth as untreated, 0 = no growth, -100 = all killed).
# NCI-H23 – NCI-H23 lung cancer. AID 1794731. 80,000 tested, 4% active
# CAKI-1 – CAKI-1 renal cancer | 75,000 tested, 4.7% active
# NCI/ADR-RES – NCI/ADR-RES ovarian cells; 81,000 tested, 4.4% active; AID 1794790
# NCI-H522 – NCI-H522 lung cancer; 78,000 tested, 8% active
# ACHN – ACHN renal cancer; 81,000 tested, 4.9% active
# NCI-H460 – NCI-H460 lung cancer; 82,000 tested, 6.8% active; AID 1794736
# RXF 393 – RXF 393 renal cancer cells. 77,000 tested, 6.9% active
# A498 – A498 renal cancer cells | 76,000 tested, 5.4% active
# NCI-H226 – NCI-H226 lung cancer. 79,000 tested, 3.5% active
# Active calls of the source: *; · = no result given; [ ] = remark or other dose. Rule for the calls: active = growth percent below 10; inactive = the rest.
(1) Cc1ccc2c(OCC(=O)N/N=C/c3ccc(Br)cc3)cc(=O)[nH]c2c1
(2) CCOP(=O)(O)OP(=O)(O)OCC
(3) S=C(Nc1ccccc1)Oc1ccc(-c2cssc2=S)cc1
(4) C=C(C)c1ccc(C(=C)C)cc1
(5) COC(=O)CC1(CC(N)=O)SCCS1
(6) COc1ccc(C(=O)c2ccccc2OC)cc1

screen / no. | 1 | 2 | 3 | 4 | 5 | 6
NCI-H23 | 94 | 104 | 96 | 109 | 95 | 95
CAKI-1 | 87 | 94 | 98 | 95 | 102 | 101
NCI/ADR-RES | 108 | 105 | 104 | 109 | 90 | 99
NCI-H522 | 96 | 82 | 70 | 108 | 111 | 85
ACHN | 100 | 98 | 105 | 113 | 107 | 106
NCI-H460 | 103 | 103 | 103 | 109 | 106 | 100
RXF 393 | 112 | 118 | 118 | 110 | 122 | 102
A498 | 104 | 110 | 84 | 86 | · | 87
NCI-H226 | 94 | 103 | 94 | 103 | 116 | 90

(7) COc1cc2c(=O)n(CCCN(C)C)c3c4cc5c(cc4ccc3c2cc1OC)OCO5
(8) C[C@H](CCC(=O)O)[C@H]1CC[C@H]2[C@@H]3CC[C@@H]4/C(=C\c5ccco5)C(=O)/C(=C\c5ccco5)C[C@]4(C)[C@H]3CC[C@]12C
(9) CCN1C(=O)N(CC)C2C1NN=C1SC(C(=O)O)=CC(=O)N12 (stereo not given)
(10) CCOc1ccc2nc(NCc3ccc(N(C)C)cc3)sc2c1
(11) CC(=O)c1ccc(NC(=O)Cn2c(=S)n(-c3ccccc3)c(=O)c3ccccc32)cc1
(12) CCOC(=O)CNC(=O)Cc1ccccc1

screen / no. | 7 | 8 | 9 | 10 | 11 | 12
NCI-H23 | 59 | 70 | 98 | 100 | 98 | 100
CAKI-1 | 62 | 56 | 96 | 85 | 88 | ·
NCI/ADR-RES | 54 | 80 | 99 | 100 | 96 | 99
NCI-H522 | 54 | 37 | 99 | 88 | 83 | 86
ACHN | 37 | 47 | 102 | 100 | 97 | 109
NCI-H460 | 18 | 82 | 101 | 106 | 100 | ·
RXF 393 | 45 | 45 | 103 | 111 | 121 | 90
A498 | · | 115 | 113 | 72 | 89 | ·
NCI-H226 | 53 | 89 | 94 | 106 | · | 105

# Ten structures out of the list, ordered by SMILES length, rising.
(4) C=C(C)c1ccc(C(=C)C)cc1
(2) CCOP(=O)(O)OP(=O)(O)OCC
(5) COC(=O)CC1(CC(N)=O)SCCS1
(6) COc1ccc(C(=O)c2ccccc2OC)cc1
(3) S=C(Nc1ccccc1)Oc1ccc(-c2cssc2=S)cc1
(9) CCN1C(=O)N(CC)C2C1NN=C1SC(C(=O)O)=CC(=O)N12 (stereo not given)
(1) Cc1ccc2c(OCC(=O)N/N=C/c3ccc(Br)cc3)cc(=O)[nH]c2c1
(7) COc1cc2c(=O)n(CCCN(C)C)c3c4cc5c(cc4ccc3c2cc1OC)OCO5

screen / no. | 4 | 2 | 5 | 6 | 3 | 9 | 1 | 7
NCI-H23 | 109 | 104 | 95 | 95 | 96 | 98 | 94 | 59
CAKI-1 | 95 | 94 | 102 | 101 | 98 | 96 | 87 | 62
NCI/ADR-RES | 109 | 105 | 90 | 99 | 104 | 99 | 108 | 54
NCI-H522 | 108 | 82 | 111 | 85 | 70 | 99 | 96 | 54
ACHN | 113 | 98 | 107 | 106 | 105 | 102 | 100 | 37
NCI-H460 | 109 | 103 | 106 | 100 | 103 | 101 | 103 | 18
RXF 393 | 110 | 118 | 122 | 102 | 118 | 103 | 112 | 45
A498 | 86 | 110 | · | 87 | 84 | 113 | 104 | ·
NCI-H226 | 103 | 103 | 116 | 90 | 94 | 94 | 94 | 53

(11) CC(=O)c1ccc(NC(=O)Cn2c(=S)n(-c3ccccc3)c(=O)c3ccccc32)cc1
(8) C[C@H](CCC(=O)O)[C@H]1CC[C@H]2[C@@H]3CC[C@@H]4/C(=C\c5ccco5)C(=O)/C(=C\c5ccco5)C[C@]4(C)[C@H]3CC[C@]12C

screen / no. | 11 | 8
NCI-H23 | 98 | 70
CAKI-1 | 88 | 56
NCI/ADR-RES | 96 | 80
NCI-H522 | 83 | 37
ACHN | 97 | 47
NCI-H460 | 100 | 82
RXF 393 | 121 | 45
A498 | 89 | 115
NCI-H226 | · | 89

# (further entries)
(13) N#CCC(=O)NNc1nc(Nc2ccccc2)nc(Nc2ccc(S(N)(=O)=O)cc2)n1
(14) COc1cc(C(=O)c2cnc(-c3c[nH]c4cccc(C)c34)[nH]2)cc(OC)c1OC
(15) COC(=O)c1c(Nc2ncnc(Nc3cc(OC)c(OC)c(OC)c3)n2)ccc2c1OCCO2
(16) Nc1nc(N)c(-c2ccc(Cl)cc2)c(/C=C/c2ccc([N+](=O)[O-])cc2)n1
(17) Cn1c(=O)c2cccnc2c(=O)n1C
(18) NCCCNCCCCNC(=O)C(O)NC(=O)CCCCCCN=C(N)N (stereo not given)

screen / no. | 13 | 14 | 15 | 16 | 17 | 18
NCI-H23 | 97 | 24 | 104 | 91 | 102 | 89
CAKI-1 | 88 | 6.6* | 107 | 86 | 105 | 84
NCI/ADR-RES | 99 | 3.2* | 109 | 68 | 100 | 96
NCI-H522 | 95 | -4.9* | 130 | 97 | 96 | 51
ACHN | 95 | 26 | 91 | 91 | 91 | 13
NCI-H460 | 104 | 3.6* | 103 | 11 | · | 110
RXF 393 | 109 | 75 | 100 | 75 | 101 | 89
A498 | 99 | -12* | 83 | -3.3* | 101 | 98
NCI-H226 | 93 | 57 | 102 | 91 | 95 | 93

(19) C#CCOc1ccc2ncnc(Nc3cccc(CNC(=O)C=C)c3)c2c1
(20) OC(c1ccccc1)C(NCc1ccccc1)c1ccccc1 (stereo not given)
(21) NC(N)=NC(N)=Nc1ccccc1-c1ccccc1
(22) O=CNNC(=O)c1ccccn1
(23) O=C1S/C(=C/c2ccc(Cl)cc2)C(=O)N1c1nc(N2CCCC2)nc(N2CCCC2)n1
(24) N#COc1ccc(/C=C2\CCCC3C2=NNC3c2ccc(OC#N)cc2)cc1 (stereo not given)

screen / no. | 19 | 20 | 21 | 22 | 23 | 24
NCI-H23 | 104[8.25 µM] | 94 | 100 | 101 | 93 | ·
CAKI-1 | 96[8.25 µM] | 63 | 90 | 95 | 85 | 80
NCI/ADR-RES | 107[8.25 µM] | 85 | 117 | 106 | 90 | ·
NCI-H522 | 92[8.25 µM] | · | 106 | 96 | 79 | 86
ACHN | 96[8.25 µM] | 100 | 106 | 103 | 93 | 94
NCI-H460 | 101[8.25 µM] | 100 | 105 | 111 | 98 | 102
RXF 393 | 79[8.25 µM] | 107 | 112 | 103 | 113 | 98
A498 | 59[8.25 µM] | 88 | 113 | 83 | 69 | 63
NCI-H226 | 77[8.25 µM] | 98 | 111 | 100 | 92 | 100

(25) Cc1ccc(/C=C(\C#N)n2nnc3c(F)cccc32)cc1
(26) CC12ON=C(c3ccc(F)cc3)N1CCc1c2[nH]c2ccccc12 (stereo not given)
(27) O=C(/C=C/c1cccc(Cl)c1)OCc1ccc2cc1OCC#C/C=C\C#CCO2
(28) COc1cc(-c2csc(Nc3cc(NCCCO)nc(C)n3)n2)cc(OC)c1OC
(29) CCCCCCCC(=O)Oc1ccc(Br)cc1
(30) COc1ccc(-c2[nH]c3ccccc3c(=O)c2O)cc1

screen / no. | 25 | 26 | 27 | 28 | 29 | 30
NCI-H23 | 15 | 103 | 102 | 105 | 99 | 63
CAKI-1 | 22 | 89 | 101 | 76 | 91 | 53
NCI/ADR-RES | 13 | 98 | 97 | 93 | 97 | 34
NCI-H522 | 1.6* | 79 | 83 | 55 | 102 | 60
ACHN | 20 | 103 | 99 | 98 | 102 | 46
NCI-H460 | 3.4* | 98 | 104 | 99 | 105 | 24
RXF 393 | -4.8* | 109 | 101 | 95 | 83 | 74
A498 | 72 | 81 | 77 | 89 | 66 | 70
NCI-H226 | 17 | 99 | · | 88 | 83 | 70

(31) COc1ccc2c(c1)c(-c1nc(N)nnc1-c1c[nH]c3ccccc13)cn2C
(32) O=C1C(Cl)C(c2ccc([N+](=O)[O-])cc2)N1NCc1nc2ccccc2c(=O)[nH]1 (stereo not given)
(33) Cc1cccc(Nc2cc(N)nc(N)n2)c1
(34) Cc1ncc(CO)c(CO)c1OCC(O)CN1CCN(c2ccc(F)cc2)CC1 (stereo not given)
(35) Cc1ccccc1NC(=O)c1sc2nc3c(cc2c1N)CCCC3
(36) O=C(Oc1ccccc1)c1ccccc1C(=O)Oc1ccccc1

screen / no. | 31 | 32 | 33 | 34 | 35 | 36
NCI-H23 | 48 | 96 | 93 | 94 | 47 | 103
CAKI-1 | 31 | 80 | 90 | 73 | 51 | 103
NCI/ADR-RES | 50 | 99 | 97 | 98 | 27 | 100
NCI-H522 | 30 | 85 | 92 | · | 11 | 102
ACHN | 45 | 95 | 93 | 98 | 51 | 108
NCI-H460 | 14 | 95 | 104 | 105 | 11 | 105
RXF 393 | 39 | 92 | 104 | 107 | 14 | 117
A498 | 4.9* | · | · | 104 | -3.8* | 96
NCI-H226 | 38 | 96 | 94 | 94 | 63 | ·

# Assay outcomes from PubChem.
